Screening results: PubChem BioAssay, several laboratories
TLR9-MyD88 block = inhibitors of TLR9-MyD88 association in cells, primary screen, cell-based, CHO, BLA complementation, fluorescence. inhibition, % at 4.98 µM. 340,000 compounds, 0.21% hits. AID 504734, 2011. CCF4 FRET ratio;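 active = inhibition above the mean over all tested compounds plus 3 SD, cut at about 21% in these data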;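 also: 0% = DMSO only wells and 100% = clavulanate BLA inhibitor control wells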
Vif inh = HIV Vif self-association inhibitors, primary screen, imaging, HEK293T, single point; AID 602346, 2012; inhibition, % at 7.49 µM; HEK293T cells, Vif self-association by quenched fluorescence, 24 h; 340,000 compounds, 0.35% hits; in the data active = inhibition above about 50%, passing the limit was not always enough; inconclusive = no clear call, values can overlap the other calls; inactive = below about 31%; also: some results filed as inactive read as strong as hits
N-glyco inh = increase of ERlucT glycosylation luciferase signal, primary screen, N-linked glycosylation inhibitor project, D54 ERlucT cells, luminescence, set 2; reporter increase, % at 12.5 µM; D54 ERlucT glycosylation luciferase reporter, 24 h; percent of 100 nM tunicamycin response; 360,000 compounds, 0.23% hits;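 active = mean luciferase reporter signal, scaled so untreated is 0 and the glycosylation-blocking control 100, at or above a set limit in every replicate; inconclusive = mean reaches the limit but not every replicate does; inactive = mean below the limit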;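 also: luciferase carries N-glycosylation sites so blocking glycosylation raises the light; 0% = median of neutral control wells and 100% = median of 100 nM tunicamycin wells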
ABCB6 inh MLPCN = ABCB6 transporter inhibitors, primary screen, K562-ABCB6 cells, flow cytometry, MLPCN library. K562-ABCB6 porphyrin accumulation, 1 h; stronger effect = lower value. fluorescence ratio to DMSO, % at 10 µM. 360,000 compounds, 0.19% hits. AID 602162, 2011. ATP-binding cassette sub-family B member 6 (Homo sapiens), Q9NP58;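 active = fluorescence ratio to DMSO below 75%, the collection mean minus 3 SD; inconclusive = too few cells collected in the well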;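 also: signal is porphyrin accumulated inside mitochondria; 100% equals median channel fluorescence of DMSO control wells; lower ratio means ABCB6 inhibition with less porphyrin fluorescence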
MC4R antagonist = MC4R antagonists of cAMP signaling, primary screen, cell-based, TR-FRET, antagonist arm of biased-ligand search | MC4R-expressing cells, MTII-stimulated cAMP, LANCE TR-FRET | AID 540295, 2011 | inhibition, % at 6.5 µM | 360,000 compounds, 0.48% hits | Melanocortin receptor 4 (Homo sapiens), P32245;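 active = inhibition above its plate's cutoff, the mean of tested wells on that plate plus 3 SD, cut at about 29% in these data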;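 also: 0% = Melanotan II alone and 100% = Melanotan II plus saturating MCL0020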
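Test system: U2OS cells stably expressing human melanocortin 4 receptor (MC4R); also added: Melanotan II challenge; compound: 6.5 µM single dose; timing: 30-min compound preincubation, 1-h Melanotan II challenge, 1-h detection, room temperature; signal: Eu-cAMP/anti-cAMP TR-FRET, emission 671 nm; repeats: one well per compound, no replicates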
aDG glyco act = activators of alpha-DG glycosylation, primary screen, uHTS, Pro5-aDG cells, AlphaScreen | alpha-DG glycosylation AlphaScreen (IIH6); 0% Pro5, 100% B10-LARGE cell signal | activation, % at 10 µM | 360,000 compounds, 0.22% hits;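 active = activation of at least 8% versus controls, or a plate z-score of at least 8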;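 also: Pro5 are CHO cells carrying HIG-tagged alpha-DG that lacks glycosylation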
NOD2 RIPK2 PPI = NOD2-RIPK2 binding disruptors in cells, primary screen, fluorescence, CHO cells, BLA complementation; Receptor-interacting serine/threonine-protein kinase 2 (Homo sapiens), O43353; inhibition, % at 4.98 µM; 360,000 compounds, 0.38% hits; CCF4 ratio; in the data active = inhibition above about 21%;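 also: 0% = vehicle only and 100% = reference blocker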
Exocytosis inh = LAMP-1 surface exposure blockers, TALL-104 cells – cell-based, flow cytometry, MLPCN library, primary screen; TALL-104 LAMP-1 surface exposure; cells stimulated with thapsigargin and PMA; 360,000 compounds, 0.66% hits; inhibition, % at 10 µM; AID 651702, 2012;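 active = inhibition above about 55%, limit read from the data; inconclusive = no clear call, values can overlap the other calls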
MC4R ag barr = MC4R agonists recruiting beta-arrestin, primary screen, cell-based, luminescence, agonist arm of biased-ligand search. Melanocortin receptor 4 (Homo sapiens), P32245. U2OS MC4R beta-arrestin complementation; percent of melanotan II response, DMSO zero. activation, % at 8.9 µM. 360,000 compounds, 0.98% hits;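 active = activation above a per-plate cutoff, the mean activation of sample wells on that plate plus 3 SD, cut at about 8% in these data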
ABHD5 PLIN5 PPI = ABHD5-PLIN5 interaction inhibitors, primary screen, cell lysate, split luciferase complementation, luminescence; Perilipin-5 (Homo sapiens) + 1-acylglycerol-3-phosphate O-acyltransferase ABHD5 (Homo …; inhibition, % at 4 µM; 360,000 compounds, 0.78% hits; Split G. princeps luciferase complementation, 4 h;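 active = inhibition above the mean inhibition across every tested compound plus 3 SD, cut at about 22% in these data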;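 also: 0% = DMSO only wells and the 100% control is not disclosed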
Target sequence (Q00G26 whole entry, looked up): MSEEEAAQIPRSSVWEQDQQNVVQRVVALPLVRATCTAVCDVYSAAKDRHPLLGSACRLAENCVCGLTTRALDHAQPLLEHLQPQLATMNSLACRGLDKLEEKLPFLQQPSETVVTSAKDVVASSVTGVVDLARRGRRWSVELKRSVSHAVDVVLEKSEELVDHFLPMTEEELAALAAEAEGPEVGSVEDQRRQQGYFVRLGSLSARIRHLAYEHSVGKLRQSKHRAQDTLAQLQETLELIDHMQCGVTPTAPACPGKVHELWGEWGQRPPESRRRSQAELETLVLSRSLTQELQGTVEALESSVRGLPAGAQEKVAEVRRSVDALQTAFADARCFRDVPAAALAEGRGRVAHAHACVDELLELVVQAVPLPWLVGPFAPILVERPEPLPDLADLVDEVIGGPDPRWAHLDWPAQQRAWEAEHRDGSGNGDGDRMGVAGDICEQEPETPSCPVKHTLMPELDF
Target sequence (Q8WTS1 whole entry, looked up): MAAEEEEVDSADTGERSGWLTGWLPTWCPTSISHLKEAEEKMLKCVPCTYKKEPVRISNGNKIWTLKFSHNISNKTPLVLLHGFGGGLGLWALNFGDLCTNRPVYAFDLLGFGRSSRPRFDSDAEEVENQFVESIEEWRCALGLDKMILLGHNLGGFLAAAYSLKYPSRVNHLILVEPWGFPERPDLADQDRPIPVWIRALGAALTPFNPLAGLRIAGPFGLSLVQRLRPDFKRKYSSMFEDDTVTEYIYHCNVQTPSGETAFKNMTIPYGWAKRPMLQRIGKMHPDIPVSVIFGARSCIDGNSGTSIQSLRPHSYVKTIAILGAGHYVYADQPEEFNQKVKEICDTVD
Numbers without * were called inactive; ? = inconclusive; / = not tested or not shown.

SMILES	TLR9-MyD88 block	Vif inh	N-glyco inh	ABCB6 inh MLPCN	MC4R antagonist	aDG glyco act	NOD2 RIPK2 PPI	Exocytosis inh	MC4R ag barr	ABHD5 PLIN5 PPI
COc1coc(C(O)C[N+](=O)[O-])cc1=O (stereo not given)	2	1	2	98	17	1.1	-12	-1	-1.9	-2
COc1ccc(CNC(=S)NCc2ccc(OC(C)C)cc2)cc1	-1	-1	4	105	-2	-0.1	-2	0	-1.3	2
CCOC(=O)C1(Cc2cccc(F)c2)CCN(Cc2cnn(CC)c2)CC1	-5	-7	-2	108	29*	0.8	-9	-4	0.9	-2
Cc1cn(CC(=O)NCC2CCCO2)c(=O)[nH]c1=O (stereo not given)	-16	2	1	97	-4	-0.1	-12	-6	0.5	11
CC(C)CN(C(=O)CSc1nncn1-c1ccccc1)c1c(N)n(CC(C)C)c(=O)[nH]c1=O	-12	-3	0	99	3	0.2	1	-3	0.7	4
CCCOC1CCCN(C(=O)c2ccc(OC3CCN(C(=O)CCOC)CC3)cc2)C1 (stereo not given)	6	-3	-1	97	0	0.2	-7	1	-2.8	4
COc1ccc(N(CC(=O)NCCSc2ccccn2)S(=O)(=O)c2ccccc2)cc1Cl	-14	-5	-3	101	2	0.1	1	3	-1.5	-8
COc1ccc(OC)c(C2C(C(=O)c3ccco3)=C(O)C(=O)N2Cc2cccnc2)c1 (stereo not given)	-14	-8	2	97	2	0.4	-7	1	-1.8	-8
COc1ccc(-c2ccc(SCC(=O)c3cccs3)nn2)cc1	3	-6	0	84	-1	0.1	-10	-1	3.5	5
O=C(CSc1n[nH]c(=O)n1Cc1ccco1)c1ccc2c(c1)OCCO2	6	-5	2	90	0	0.0	0	-2	-0.2	-2
N/C(=N\OC(=O)CCc1ccccc1)c1ccc(Br)cc1	2	7	2	103	4	-0.1	3	-2	1.4	-3
CCCc1cc(=O)[nH]c(SCC(=O)N2CC3(C)CC2CC(C)(C)C3)n1 (stereo not given)	-11	-4	2	92	10	0.0	-5	-5	-1.1	3
COC(=O)CSc1cc(SCC(=O)OC)c(C#N)c(SCC(=O)OC)c1	-1	1	2	99	14	3.7	-5	0	-1.5	-4
CN(C(=O)C1CCCO1)c1nnc(-c2ccccn2)s1 (stereo not given)	-4	1	1	90	-1	0.5	3	2	-1.6	-7
C[C@]12c3[nH]c4ccc(Cl)cc4c3CCN1C(=O)[C@@H](CC(=O)NCCC1=CCCCC1)C[C@@H]2C(=O)N1CCOCC1	-11	-11	3	188	4	0.0	-11	-4	2.0	2
CCCC(NC(=O)CCl)c1ccccc1 (stereo not given)	2	?	6	86	2	0.3	-14	0	-0.5	3
CNC(=S)N(CCc1c(C)[nH]c2ccccc12)Cc1cccnc1	-5	39	1	99	4	-0.1	1	11	1.4	4
COc1ccc(C2C(C#N)=C(N)Oc3n[nH]c(C)c32)cc1CSc1ccccn1 (stereo not given)	2	-2	1	94	21	-0.4	-2	-2	-0.5	1
C/C(Cn1nnc([N+](=O)[O-])n1)=N\NC(=O)c1ccncc1	-1	0	4	100	-2	1.2	3	23	-2.4	-3
O=C(NNC(=O)c1cc(F)c(F)cc1Cl)c1ccc(NS(=O)(=O)c2cccs2)cc1	-3	-4	2	102	17	0.0	-8	2	-2.7	-2
CCOC(=O)c1sc(NC(=O)c2ccccc2)cc1C	-1	-18	-13	101	4	0.4	-3	0	-1.3	-4
Cc1c(Cl)cccc1NC(=O)Nc1ccc(C(=O)N2CCCC2)cc1	-3	16	0	111	0	-0.1	-19	-7	1.1	10
COC(=O)c1ccccc1NC(=O)c1cnc2sccn2c1=O	0	10	6	95	9	0.0	-1	1	-0.4	2
CC1CC(C)CN(CCCNC(=O)CN2C(=O)CSc3ccc(S(=O)(=O)N4CCOCC4)cc32)C1 (stereo not given)	3	-5	0	98	0	-0.3	-3	0	-1.8	-3
O=C(CCS(=O)(=O)c1ccccc1F)Nc1ccc(N2CCN(Cc3ccccc3)CC2)cc1	-7	2	-6	100	0	0.0	-1	-1	-1.1	3
O=C(c1cc(-c2ccc(O)cc2)on1)N1CCCCCC1	-1	3	-7	93	2	0.0	-5	-2	-0.6	1
CCc1ccc(C(=O)NC(CCSC)C(=O)OC)cc1 (stereo not given)	1	-1	-1	102	14	-0.2	-1	1	-0.6	-1
CCNC(=O)c1ccc(NS(=O)(=O)c2ccc3[nH]c(=O)[nH]c3c2)cc1	-1	-6	2	100	5	-0.1	0	1	-4.5	-1
CCOc1cccc2cc(C(=O)N3CCOCC3)c(=O)oc12	-13	3	3	105	-2	-0.3	-14	12	-2.5	3
CCN(CC)S(=O)(=O)c1ccc2c(c1)N(CC(=O)Nc1ccc(NC(C)=O)cc1)C(=O)CO2	-2	13	-1	97	14	0.1	4	-2	-0.2	-3
CC(C)(C)c1nc(Sc2ncccc2[N+](=O)[O-])n[nH]1	2	?	1	97	4	0.0	-3	-8	-2.5	-2
CCCN1CCN(C(c2cc3cc(OCC)ccc3[nH]c2=O)c2nnnn2C2CCCCC2)CC1 (stereo not given)	6	1	-6	109	-3	-0.3	10	4	-2.0	2
O=C(NC(CC(=O)N1CCN(c2ccc([N+](=O)[O-])cc2)CC1)c1ccccc1)c1ccccc1Cl (stereo not given)	1	/	0	105	4	1.0	-3	17	-2.0	0
COCCCNC(=O)C1CCC(=O)N1Cc1ccccc1Cl (stereo not given)	2	-25	0	103	11	0.0	-3	0	1.8	-1
CCOCCCN1CC(C(=O)NCc2ccc3c(c2)OCO3)CC1=O (stereo not given)	-1	1	0	96	2	0.1	-2	-1	-0.3	2
Cc1cc(OCCCCCNCCO)cc(C)c1Cl	1	/	-1	97	14	1.6	1	1	1.1	9
Cc1cc(/N=C/C=C2/N(C)c3ccccc3C2(C)C)n(CCC#N)n1	3	6	-2	100	4	0.6	-2	-4	-1.4	3
CC(=O)Nc1nc(CC(=O)c2ccccc2)cs1	4	-3	2	105	-2	8.4*	9	-4	1.7	-1
Cc1ccccc1OCC(=O)NC(=S)Nc1ccc(N2CCOCC2)c(Cl)c1	0	/	2	98	6	-0.1	-9	-1	1.8	-4
Cc1ccc(CNC(=O)c2ccc(-n3cccc3)cc2)cc1	-14	1	0	92	6	-0.1	-7	1	0.6	-1
Cn1c(SCC(=O)N2CCN(C(=O)c3ccco3)CC2)nnc1-c1ccc(NS(C)(=O)=O)cc1	7	-3	5	101	17	0.4	-10	-1	0.5	-5
CC1=C(C(=O)O)N2C(=O)C(NC(=O)c3nn(C)cc3[N+](=O)[O-])C2SC1 (stereo not given)	/	-1	3	107	7	-0.2	-1	-4	-0.2	0
CCN(CC)CCSc1nc2ccccc2n1Cc1ccccc1	0	-1	-2	101	17	0.3	-12	26	0.3	6
Cc1cc(C)c2[nH]c(=O)c(CN(CC3CCCO3)C(=S)NCc3ccco3)cc2c1 (stereo not given)	10	/	1	81	13	0.1	5	3	3.5	2
OC(CSc1ccccc1)CN1CCN(c2ccc(Cl)cc2)CC1 (stereo not given)	-12	-7	1	98	-2	0.0	3	-10	4.2	-4
CCOc1ccc2[nH]c(=O)c(CN(CCO)C(=O)c3ccc(F)cc3)cc2c1	1	6	3	101	1	0.0	-11	0	-1.3	-8
COc1ccc(/C=C2\CCc3ccccc3C2=O)cc1O	12	14	-14	98	-24	-0.1	3	36	-1.4	3
CC(C)N(Cc1cnn(C)c1)Cc1nc(COc2ccccc2)no1	-5	-22	0	103	-1	-0.3	10	2	1.9	3
COC(=O)N/N=C/c1cc(OC)c(O)c([N+](=O)[O-])c1	2	-3	1	102	-36	0.0	-5	-2	-4.1	8

Some of the entries above, set out differently.
Compound,TLR9-MyD88 block,Vif inh,N-glyco inh,ABCB6 inh MLPCN,MC4R antagonist,aDG glyco act,NOD2 RIPK2 PPI,Exocytosis inh,MC4R ag barr,ABHD5 PLIN5 PPI
Cc1ccc(CNC(=O)c2ccc(-n3cccc3)cc2)cc1,-14,1,0,92,6,-0.1,-7,1,0.6,-1
Cn1c(SCC(=O)N2CCN(C(=O)c3ccco3)CC2)nnc1-c1ccc(NS(C)(=O)=O)cc1,7,-3,5,101,17,0.4,-10,-1,0.5,-5
CC1=C(C(=O)O)N2C(=O)C(NC(=O)c3nn(C)cc3[N+](=O)[O-])C2SC1 (stereo not given),/,-1,3,107,7,-0.2,-1,-4,-0.2,0
CCN(CC)CCSc1nc2ccccc2n1Cc1ccccc1,0,-1,-2,101,17,0.3,-12,26,0.3,6
Cc1cc(C)c2[nH]c(=O)c(CN(CC3CCCO3)C(=S)NCc3ccco3)cc2c1 (stereo not given),10,/,1,81,13,0.1,5,3,3.5,2
OC(CSc1ccccc1)CN1CCN(c2ccc(Cl)cc2)CC1 (stereo not given),-12,-7,1,98,-2,0.0,3,-10,4.2,-4
CCOc1ccc2[nH]c(=O)c(CN(CCO)C(=O)c3ccc(F)cc3)cc2c1,1,6,3,101,1,0.0,-11,0,-1.3,-8
COc1ccc(/C=C2\CCc3ccccc3C2=O)cc1O,12,14,-14,98,-24,-0.1,3,36,-1.4,3
CC(C)N(Cc1cnn(C)c1)Cc1nc(COc2ccccc2)no1,-5,-22,0,103,-1,-0.3,10,2,1.9,3
COC(=O)N/N=C/c1cc(OC)c(O)c([N+](=O)[O-])c1,2,-3,1,102,-36,0.0,-5,-2,-4.1,8

An excerpt, so the mix of outcomes need not match the whole.
